NPY Y1 blocker – NPY-Y1 (human) receptor antagonism; P25929; HEK293-CNG Y1 cells, membrane potential fluorescence; NPY at EC95, then isoproterenol; inhibition, % at 3.6 µM; 200,000 compounds, 1% hits; AID 1040;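 active = inhibition above the campaign mean inhibition of all tested compounds plus 3 SD, cut at about 20% in these data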;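 note: 0% = DMSO wells given NPY plus isoproterenol and 100% = isoproterenol alone without NPY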
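Assay system: HEK293 cells with Y1 receptor plus CNG channel | Probe or stimulus: NPY (25 nM), isoproterenol (1 µM), Ro 20-1724 (25 µM) | Timing: Compound incubation 1 h at room temperature, readout 45 min post-stimulation | Measured by: Membrane-potential fluorescent dye readout | Benchmarks: High control isoproterenol alone, low control NPY with isoproterenol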
NPY1 pot ag – potentiators or agonists of human neuropeptide Y receptor Y1; P25929; NPY-Y1 expressing cells, potentiator/agonist activation; activation, % at 3.6 µM; 220,000 compounds, 0.37% hits; AID 1304; in the data active = activation above about 33%, passing the limit was not always enough;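 note: cells stimulated with NPY at EC10 then isoproterenol at EC100; 0% = low agonist plus stimulus and 100% = saturating agonist plus stimulus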
Ba/F3 V617F tox – reduce viability of Ba/F3 cells dependent on JAK2V617F; inhibition, % at 5.6 µM; AID 1446; Ba/F3 EpoR-JAK2V617F viability, ATP luminescence; 220,000 compounds, 1.1% hits;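 active = inhibition above the campaign mean plus 3 SD over all tested compounds, cut at about 24% in these data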;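 note: cytokine-independent growth of Ba/F3 cells driven by EpoR plus mutant JAK2; 0% = DMSO-treated cells and 100% = JAK inhibitor I control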
S1P4 ag – activates the human S1P4 receptor. S1P4-expressing cell line, agonist reporter assay. activation, % at 4.98 µM. 220,000 compounds, 0.35% hits; in the data active = activation above about 11%;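 note: 0% = DMSO vehicle and 100% = reference agonist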
NPY-Y2 PAM-ag – human NPY-Y2 potentiation or agonism, primary screen; activation, % at 3.6 µM; 220,000 compounds, 0.45% hits; P49146; cells expressing NPY-Y2, potentiator/agonist read-out; in the data active = activation above about 27%;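 note: cells stimulated with NPY near EC25 plus isoproterenol at EC100; 0% = vehicle plus submaximal agonist and 100% = vehicle plus saturating agonist; some results beyond the cut were filed as inactive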
Target sequence (P49146 whole entry, looked up): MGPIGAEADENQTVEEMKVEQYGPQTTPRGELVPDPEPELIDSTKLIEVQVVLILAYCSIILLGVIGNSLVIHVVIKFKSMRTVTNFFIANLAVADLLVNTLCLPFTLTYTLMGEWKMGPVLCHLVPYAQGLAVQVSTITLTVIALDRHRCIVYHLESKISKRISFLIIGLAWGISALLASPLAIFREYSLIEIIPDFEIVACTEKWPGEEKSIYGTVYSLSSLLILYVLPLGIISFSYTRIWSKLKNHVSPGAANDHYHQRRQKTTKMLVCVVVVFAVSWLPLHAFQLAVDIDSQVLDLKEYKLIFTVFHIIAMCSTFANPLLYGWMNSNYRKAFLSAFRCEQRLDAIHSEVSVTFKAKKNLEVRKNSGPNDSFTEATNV
S1P4 antag – blocks the human S1P4 receptor; O95977; S1P4-expressing cells, antagonist mode, reporter read-out; inhibition, % at 4.98 µM; 220,000 compounds, 0.26% hits; AID 1510; in the data active = inhibition above about 29%;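 note: 0% = wells stimulated with agonist and 100% = vehicle wells without agonist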
BaF3 parental – reduces parental Ba/F3 cell viability, JAK2V617F counter-screen; CellTiter-Glo ATP luminescence; inhibition, % at 5.6 µM; 220,000 compounds, 1.1% hits; AID 1486;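 active = inhibition above a per-campaign cutoff, the mean inhibition of all tested compounds plus 3 SD, cut at about 27% in these data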;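 note: 0% = DMSO wells and 100% = JAK Inhibitor I control wells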
Runt-CBFb FRET – inhibitors of human RUNX1 Runt domain binding to CBFb; Cerulean-Runt/Venus-CBFb FRET ratio 530/480, 1 h; inhibition, % at 20 µM; 220,000 compounds, 0.46% hits; AID 1496;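 active = inhibition over about 50% at 20 µM in the single-dose screen, limit read from the data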;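 note: 0% = DMSO wells and 100% = excess unlabeled CBFb competitor control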
Target sequence (Q01196 whole entry, looked up, the tested form may be a part): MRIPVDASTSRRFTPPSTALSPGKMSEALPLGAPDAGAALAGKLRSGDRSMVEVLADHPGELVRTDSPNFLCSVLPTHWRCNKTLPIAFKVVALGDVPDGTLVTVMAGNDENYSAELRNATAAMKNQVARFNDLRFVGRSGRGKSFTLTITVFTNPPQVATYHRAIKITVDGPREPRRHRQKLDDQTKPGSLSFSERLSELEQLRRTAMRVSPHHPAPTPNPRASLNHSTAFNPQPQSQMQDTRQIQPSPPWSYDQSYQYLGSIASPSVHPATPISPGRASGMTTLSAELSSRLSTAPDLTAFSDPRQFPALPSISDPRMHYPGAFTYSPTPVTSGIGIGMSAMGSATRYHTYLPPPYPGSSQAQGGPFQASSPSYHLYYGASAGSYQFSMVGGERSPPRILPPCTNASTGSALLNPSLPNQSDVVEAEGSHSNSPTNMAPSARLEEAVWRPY
Target sequence (Q13951 whole entry, looked up, the tested form may be a part): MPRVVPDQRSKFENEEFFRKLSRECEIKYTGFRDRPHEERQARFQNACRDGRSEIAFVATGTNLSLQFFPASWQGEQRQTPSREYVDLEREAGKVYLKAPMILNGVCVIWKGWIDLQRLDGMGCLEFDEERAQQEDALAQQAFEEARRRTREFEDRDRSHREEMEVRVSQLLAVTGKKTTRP
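test system = Cerulean-tagged RUNX1 Runt domain (FRET donor) fusion protein | reagent = Venus-CBFb binding partner, 100 nM | incubation = protein complex preformed 1 h, compound exposure 1 h, room temperature, dark | detection = FRET fluorescence | read-out basis = loss of energy transfer signal | controls = 5 µM unlabeled CBFb as full-inhibition high control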
RBBP9 inh – human RBBP9 hydrolase inhibition. O75884. recombinant RBBP9, FP-Rh probe fluorescence polarization. inhibition, % at 7.94 µM. 220,000 compounds, 0.2% hits. AID 1515;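 active = inhibition above the campaign mean of all tested compounds plus 3 SD, cut at about 14% in these data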;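 note: plate controls were DMSO wells with RBBP9 for no effect and wells lacking RBBP9 protein for full effect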
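Test system – recombinant human RBBP9 · Input – RBBP9 2.5 µM in dispensing solution, pre-mixing · Medium – Tris buffer pH 8.0, NaCl, Pluronic · Schedule – preincubation 30 min plus labeling 45 min at 25 °C · Measured by – fluorescence polarization · Measure – % inhibition · Controls – DMSO and no-protein wells · Replicates – one well per compound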
* hit, by the source's call; / = no result given.

Value order: NPY Y1 blocker	NPY1 pot ag	Ba/F3 V617F tox	S1P4 ag	NPY-Y2 PAM-ag	S1P4 antag	BaF3 parental	Runt-CBFb FRET	RBBP9 inh
> COc1cccc(-c2csc(N3CCN(CC(=O)NNC(=O)c4ccc(Cl)cc4)CC3)n2)c1
  -9	32	0	0.0	6	4	6	1	-9
> Nc1nn(-c2ccccc2)nc1C(=O)OCc1ccccc1F
  30*	-27	-2	5.3	-15	-9	2	0	2
> COCCNC(=O)CC(=O)N/N=C/c1cccc(C(=O)OC)c1
  -4	0	3	-0.4	-6	-2	-2	2	-12
> CCOc1ccc(N2C(=O)c3ccccc3C2=O)cc1
  -2	7	-4	0.7	-3	-2	3	1	-6
> S=c1[nH]nc(C2CC2c2ccc(Cl)cc2)n1-c1ccc(Cl)cc1 (centres undefined)
  -7	41	0	0.6	18	-5	3	7	3
> CCCOC(=O)c1[nH]c2c(c1C)C(=O)CC(c1cccs1)C2 (centres undefined)
  34*	-52	74*	-3.2	-11	-6	76*	3	5
> CCOC(=O)c1c(CN(C)C)n(-c2ccccc2)c2cc(Br)c(O)cc12
  9	-8	4	0.2	-14	-21	7	5	9
> CC(=O)c1ccc(NC(=S)NNC(=O)c2ccccc2[N+](=O)[O-])cc1
  -3	14	2	0.5	14	0	7	19	-2
> Cc1ccc(C(C[N+](=O)[O-])c2c(-c3ccccc3O)[nH][nH]c2=O)cc1 (centres undefined)
  -2	7	3	-0.6	7	8	-4	0	-4
> O=C(O)c1cccc(CSc2nnc(Cc3ccccc3)o2)c1
  5	6	0	0.6	9	-12	1	-2	3
> CC(C)n1c(SCC(=O)Nc2ccccc2)nc2c1c(=O)[nH]c(=O)n2C
  /	10	-6	0.8	9	5	2	-2	-5
> O=c1oc2c3c(nn2c2ccccc12)CCCC3
  10	-6	-2	-1.2	-1	8	1	-2	3
> Cc1ccc(/C=N/NC(=O)CCCOc2ccc(Cl)cc2Cl)cc1[N+](=O)[O-]
  4	7	0	-3.4	-11	-6	4	-1	-4
> COc1ccc2c(c1)CCc1cc(C(=O)O)sc1-2
  /	-46	-6	0.4	-40	-16	2	1	-10
> Cc1cccc(N/C(N)=N/c2nc(C)c(Cc3ccccc3)c(=O)[nH]2)c1
  3	-5	0	0.3	-4	-3	9	2	-10
> Nc1nc(Cl)cc(N2CCC(c3cc(-c4ccc(Cl)cc4Cl)n[nH]3)CC2)n1
  -1	22	-4	0.1	2	7	4	-2	-13
> Cc1ccc(N/C(N)=N/c2nc(C)cc(N3CCCCC3)n2)c(C)c1
  0	25	71*	-2.5	23	45*	66*	-1	-1
> CCCC(=O)Nc1ccc(Cl)c(NC(=O)CC)c1
  -1	5	-3	-0.7	-7	-15	2	0	-9
> CCCCCN1C(=O)Cn2c(nc3ccccc3c2=O)C1C (centres undefined)
  -2	0	-2	-1.4	18	-10	-1	0	6
> Cc1onc(-c2ccccc2)c1C(=O)N/N=C/c1cn(C)c2ccccc12
  -4	21	6	-1.3	4	-13	10	0	-6

7 entries from above, ordered by the value under NPY Y1 blocker, lowest first.
Molecule | NPY Y1 blocker
COc1cccc(-c2csc(N3CCN(CC(=O)NNC(=O)c4ccc(Cl)cc4)CC3)n2)c1 | -9
S=c1[nH]nc(C2CC2c2ccc(Cl)cc2)n1-c1ccc(Cl)cc1 (centres undefined) | -7
Cc1onc(-c2ccccc2)c1C(=O)N/N=C/c1cn(C)c2ccccc12 | -4
CCOc1ccc(N2C(=O)c3ccccc3C2=O)cc1 | -2
Cc1ccc(N/C(N)=N/c2nc(C)cc(N3CCCCC3)n2)c(C)c1 | 0
O=c1oc2c3c(nn2c2ccccc12)CCCC3 | 10
CCCOC(=O)c1[nH]c2c(c1C)C(=O)CC(c1cccs1)C2 (centres undefined) | 34*

Other results:
Value order: NPY Y1 blocker	NPY1 pot ag	Ba/F3 V617F tox	S1P4 ag	NPY-Y2 PAM-ag	S1P4 antag	BaF3 parental	Runt-CBFb FRET	RBBP9 inh
> CCCOc1ccc(C2c3c(oc4cc(C)c(C)cc4c3=O)C(=O)N2CCCN(C)C)cc1 (centres undefined)
  7	-16	4	0.9	-10	-9	14	-2	-14
> COC(CNC(=O)c1ccc2c(c1)nc(C)n2-c1ccc(F)c(F)c1)OC
  -4	5	-3	-0.4	-1	-6	10	0	0
> COc1ccnc(CSC(N)=Nc2ccccc2C(F)(F)F)c1
  3	-23	-3	0.9	-11	-3	4	-1	-5
> Cc1nn(-c2ccc(F)cc2)c(Cl)c1/C=N/NC(=O)c1ccc(O)cc1
  1	-8	5	1.9	4	1	4	-2	-10
> COc1ccc(C(=O)N/N=C/c2sc(=O)n(Cc3cccc(C(=O)O)c3)c2Cl)cc1
  /	-13	-4	0.5	-11	10	0	6	1
> O=C(N/N=C\C=C\c1ccc2c(c1)OCO2)C1COc2ccccc2O1 (centres undefined)
  20	0	2	1.1	-33	1	4	-1	-1
> O=S(=O)(Nc1ccc(Oc2ncccn2)c(Cl)c1)c1ccc(F)cc1
  -4	19	-3	-1.0	1	-9	3	0	-3
> CCn1c2ccccc2c2cc(NC(C)=O)ccc21
  -6	-27	-2	-3.5	3	-5	3	2	-2
> O=C(COC(=O)CCc1c[nH]c(=O)[nH]1)Nc1ccccc1
  -2	-16	-2	-1.3	7	-9	0	-1	-5
> Cn1cc(Cl)c(C(=O)NC2CCCCCC2)n1
  8	16	-1	-1.6	-5	-23	1	0	-3
> O=C(O)CNC(=S)NCc1ccccc1
  13	-25	5	1.1	-20	-5	5	0	-8
> CCOC(=O)C1[C@H]2C(=O)N(C(C)c3ccc(OC)cc3)C[C@]23C=C[C@H]1O3 (some centres undefined)
  -3	-6	-1	1.4	4	10	1	-1	6
> CCOC(=O)c1c(C)[nH]c(C(=O)Cn2nnc(-c3ccccc3Cl)n2)c1C
  0	3	4	-2.5	-13	-8	6	-2	4
> Cc1cc(Br)c2c(c1)=C(c1sc(N3CCCCCC3)nc1O)C(=O)N=2
  -2	0	-3	-2.2	-3	-4	-1	-3	-6
> C/C(=N\NC(N)=O)c1ccc(Cl)cc1
  -1	-7	6	-2.5	-2	-7	16	-2	-9
> Cc1ccccc1C(=O)Nc1nnc(-c2cccnc2)o1
  -3	-9	0	-0.3	3	4	3	-4	2
> Oc1ccc(N2CCN(c3ncnc4sc(-c5ccccc5)cc34)CC2)cc1
  5	3	5	-2.0	-2	3	14	39	1
> CCN(CC(=O)Nc1ccc(OC(F)F)cc1)C1CCCCC1
  6	16	-4	-0.9	2	-11	-2	0	-9
> CCCNC(=O)c1ccccc1NC(=O)C1COc2ccccc2O1 (centres undefined)
  1	0	-2	-1.2	-3	-13	1	6	-3
> COc1ccc(OC)c(-c2cc(C3CCN(C(=O)OC(C)(C)C)CC3)[nH]n2)c1
  0	-2	4	0.2	-16	-10	9	-4	-8

The final 3 records of the part before lead into the next.
SMILES | NPY Y1 blocker | NPY1 pot ag | Ba/F3 V617F tox | S1P4 ag | NPY-Y2 PAM-ag | S1P4 antag | BaF3 parental | Runt-CBFb FRET | RBBP9 inh
CCN(CC(=O)Nc1ccc(OC(F)F)cc1)C1CCCCC1 | 6 | 16 | -4 | -0.9 | 2 | -11 | -2 | 0 | -9
CCCNC(=O)c1ccccc1NC(=O)C1COc2ccccc2O1 (centres undefined) | 1 | 0 | -2 | -1.2 | -3 | -13 | 1 | 6 | -3
COc1ccc(OC)c(-c2cc(C3CCN(C(=O)OC(C)(C)C)CC3)[nH]n2)c1 | 0 | -2 | 4 | 0.2 | -16 | -10 | 9 | -4 | -8
CC(=O)c1ccc(NC(=O)c2c(C)nn(-c3ccccc3)c2Cl)cc1 | 4 | -17 | 3 | -0.1 | -1 | -4 | 5 | 1 | -7
O=C(NCc1ccccc1)c1ccc(OCC2CCCO2)cc1 (centres undefined) | 3 | -3 | -8 | 1.2 | 4 | -8 | -2 | -1 | -5
CN(C)CCCNC(=O)c1cc(Br)ccc1O | / | -6 | -3 | 0.7 | -5 | 7 | 1 | 2 | -6
O=C(c1cc2c(s1)-c1ccccc1OC2)N1CCN(c2ccccc2)CC1 | 11 | -26 | 1 | 0.5 | -16 | -10 | 13 | 2 | -2
CS(=O)(=O)NCc1csc(-c2ccccc2)n1 | 0 | 1 | -4 | -0.7 | -16 | -12 | 2 | 0 | -2
COc1ccc(-n2c(SCC(=O)Nc3cc(C)on3)nc3ccc(O)cc3c2=O)cc1OC | 1 | 12 | -4 | -1.1 | 4 | -4 | 3 | -1 | -8
CCN=C1S/C(=C\c2sccc2C)C(=O)N1CC | 2 | -1 | -6 | -0.8 | -1 | -14 | 1 | 0 | 2
Cc1cc(S(=O)(=O)N2CCCC2)ccc1OCC(=O)N1CCOCC1 | -1 | 4 | -4 | 0.0 | -1 | -19 | -1 | 2 | 4
Cc1ccc(CN2CCN(Cc3nc4c(s3)CCCC4)CC2CCO)cc1 (centres undefined) | 4 | -13 | 2 | 1.6 | -9 | -11 | 7 | -3 | -9
CNC(=O)COC(=O)Cc1ccc(Cl)cc1 | 1 | -7 | -4 | -0.9 | 4 | -5 | -1 | 0 | -2
CCOc1ccc(N2C(=O)C3C(c4ccc(O)cc4)NC(CCSC)(C(=O)OC)C3C2=O)cc1 (centres undefined) | 0 | 5 | -4 | 0.9 | -2 | -16 | 2 | 1 | 1
CSC(=NCc1ccco1)NC#N | / | -6 | 2 | -0.7 | -13 | -7 | 1 | 3 | -5
Cc1ccc(CSc2nc3c(c(=O)[nH]c(=O)n3C)n2CCC(C)C)cc1 | -2 | 11 | 0 | 0.8 | 2 | -6 | 7 | -9 | -6
COCCOC(=O)c1c(N)n(CCCN2CCOCC2)c2nc3ccccc3nc12 | / | 1 | 2 | 3.3 | 7 | -11 | -3 | 51* | -4
COc1ccc(CNC(=O)c2c(C)nc3ccccn23)cc1 | 1 | -29 | 0 | 0.7 | -12 | -16 | 8 | -1 | -10
COc1ccc2c(c1)CC/C(=C/c1cc(OC)c(OC)c(OC)c1)C2=O | 9 | 3 | -2 | 0.3 | 1 | -11 | 7 | -3 | -8
COc1ccc(-c2nc3ccccc3c(=O)n2CCCN2CCOCC2)cc1 | 4 | 9 | 4 | 1.3 | -3 | 4 | 6 | 1 | -4
Cc1nc2sc(C(c3cccs3)N3CCN(C(=O)c4ccco4)CC3)c(O)n2n1 (centres undefined) | -1 | -14 | -1 | -0.8 | 0 | -18 | 3 | 0 | -6
